Source: PubChem BioAssay
TEAD-YAP block: TEAD-YAP interaction inhibition; hit rate 1.4% among 640,000; inhibition, % at 9.12 µM; HEK-TIYL cells, TEAD-Gal4/YAP UAS-luciferase luminescence; in the data active = inhibition above about 32%;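 note: 0% = median of test compound wells and 100% = reference inhibitor wells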
GPR151 activ: activators of human GPR151; Q8TDV0; activation, % at 11.2 µM; hit rate 1% among 650,000; PathHunter beta-arrestin GPR151 cells, luminescence; in the data active = activation above about 4.9%;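 note: 0% = median of compound wells and 100% = cells with positive control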
Target sequence (Q8TDV0 whole entry, looked up): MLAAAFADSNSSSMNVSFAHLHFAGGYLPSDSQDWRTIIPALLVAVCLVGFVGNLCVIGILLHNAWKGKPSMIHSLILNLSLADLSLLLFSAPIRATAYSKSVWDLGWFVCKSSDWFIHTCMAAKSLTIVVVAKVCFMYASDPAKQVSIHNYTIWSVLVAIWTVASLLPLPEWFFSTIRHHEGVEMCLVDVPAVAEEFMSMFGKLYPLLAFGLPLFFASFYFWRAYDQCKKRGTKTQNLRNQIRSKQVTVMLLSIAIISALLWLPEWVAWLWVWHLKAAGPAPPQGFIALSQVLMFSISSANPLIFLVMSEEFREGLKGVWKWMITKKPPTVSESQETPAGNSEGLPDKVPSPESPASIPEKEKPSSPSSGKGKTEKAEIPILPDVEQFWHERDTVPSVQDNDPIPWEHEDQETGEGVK
MITF inh: inhibitors of human MITF; O75030; inhibition, % at 2.6 µM; AlphaScreen MITF homodimerization, bead proximity signal; hit rate 0.91% among 650,000; AID 1259374; in the data active = inhibition above about 50%;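 note: 0% = vehicle wells with protein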
Target sequence (O75030 whole entry, looked up): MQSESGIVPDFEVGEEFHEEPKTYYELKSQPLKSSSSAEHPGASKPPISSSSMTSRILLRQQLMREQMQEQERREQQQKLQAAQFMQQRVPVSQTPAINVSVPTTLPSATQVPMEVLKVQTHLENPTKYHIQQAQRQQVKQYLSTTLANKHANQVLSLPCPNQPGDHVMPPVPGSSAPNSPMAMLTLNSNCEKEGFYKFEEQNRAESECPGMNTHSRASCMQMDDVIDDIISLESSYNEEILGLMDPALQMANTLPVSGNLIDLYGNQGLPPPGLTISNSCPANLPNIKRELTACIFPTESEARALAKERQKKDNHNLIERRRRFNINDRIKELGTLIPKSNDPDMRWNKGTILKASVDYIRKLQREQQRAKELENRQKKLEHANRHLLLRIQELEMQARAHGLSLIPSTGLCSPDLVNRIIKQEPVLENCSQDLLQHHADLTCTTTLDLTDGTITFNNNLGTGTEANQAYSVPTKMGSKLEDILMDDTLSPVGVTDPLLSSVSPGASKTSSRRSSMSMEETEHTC
FBW7 activator: human FBW7 E3 ligase activation, primary screen. hit rate 0.13% among 650,000. normalized activity (activation), % at 26.1 µM. AlphaScreen FBW7–phospho-cyclin E peptide binding, activator screen; in the data active = normalized activity above about 1.9%;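 note: purified mutant Fbw7 with reduced substrate affinity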
Active calls of the source: *.

item	compound	TEAD-YAP block	GPR151 activ	MITF inh	FBW7 activator
1	Cc1[nH]c(=O)[nH]c(=O)c1S(=O)(=O)N1CC=C(c2c(C)[nH]c3ccccc23)CC1	-5	1.4	-6	-0.1
2	CCOC(=O)c1ccc(-c2ccc(/C=C3\C=C(c4ccccc4)N(c4ccc(F)c(C)c4)C3=O)o2)cc1	0	-0.5	1	-0.3
3	CC(Nc1cc(N2CCN(C(=O)c3cc(F)c(F)cc3Cl)CC2)ccc1[N+](=O)[O-])c1ccccc1 (centres undefined)	-9	0.7	12	0.0
4	O=C1N[C@@H](Cc2c[nH]c3ccccc23)C(=O)N2C[C@@H](NCc3cnn(-c4ccccc4F)c3)C[C@@H]12	14	0.0	14	0.7
5	Cc1ccc(N)c2c1C(=O)c1ccccc1C2=O	11	0.2	33	-0.2
6	COc1ccc(N=C(C)c2c(C(F)(F)F)[nH]n(-c3nc4ccccc4s3)c2=O)c(OC)c1	5	-9.4	13	0.9
7	O=C(C1CCC1)N1CCN(c2nnnn2-c2ccccc2)CC1	-3	-0.3	18	-0.1
8	Cn1c(=O)n(Cc2ccccc2)c(=O)c2c1ncn2CCO	1	-0.1	9	0.0
9	O=C(CNC(=O)c1ccc(Cl)cc1)OCC(=O)c1ccc2ccccc2c1	-5	0.0	-11	-0.1
10	c1cn2c(-c3ccsc3)cnc2c(NCc2ccc3c(c2)OCO3)n1	4	-0.3	17	0.2
11	CC(C)(C)C(=O)Cn1ncc2cccn2c1=O	-3	-0.7	-5	-0.1
12	O=C(Nn1cnnc1)c1ccc([N+](=O)[O-])cc1Cl	-1	1.5	20	0.1
13	Cc1cccc(C(=O)Nc2sc3c(c2C(=O)N2CCCC2)CCC(C)C3)c1 (centres undefined)	-5	0.5	-15	-0.2
14	O=C(NC12CCC(O)C(SC1)C2=O)c1ccccc1 (centres undefined)	0	1.3	12	0.1
15	COc1ccc(Cn2c(C(=O)O)c(CNC3CCCC3)c3ccccc32)cc1	10	3.6	-5	0.0
16	O=C(CCC(=O)OCC(F)(F)C(F)F)Nc1ccccc1	2	-0.4	7	0.0
17	Cc1c(NC(=O)CSc2nc3ccccc3[nH]2)c(=O)n(-c2ccccc2)n1C	8	-0.8	3	-0.1
18	O=S(=O)(c1cccc(Cl)c1)N1CCCC(c2nc(-c3cccs3)no2)C1 (centres undefined)	7	0.0	-2	-0.1
19	COc1cc(Nc2cc(C(=O)NCCN3CCOCC3)ccn2)cc(OC)c1OC	-7	0.3	13	0.0
20	CC1=NN(C(=O)c2ccc(I)cc2)C(C)(O)C1 (centres undefined)	-2	0.0	3	0.1
21	CCN(Cc1ccncc1)Cc1ccc2c(c1)CN(C(=O)CCOC)CCO2	-3	-0.2	-12	-0.2
22	CCC(C)NC(=O)c1sc2ncnc(N(C)c3ccccc3)c2c1C (centres undefined)	-4	-0.1	-5	-0.2
23	O=C(O)CCN1C(=O)c2ccc(NC(=O)C(c3ccccc3)c3ccccc3)cc2C1=O	-4	-0.7	-2	-0.1
24	Cc1nc(N/N=C\c2c[nH]c3ccccc23)sc1C	-3	-0.9	-3	-0.5
25	CC(NC(=O)CSc1nc(O)cc(=O)[nH]1)c1ccccc1 (centres undefined)	5	-0.2	-27	0.0

Next section.
item	compound	TEAD-YAP block	GPR151 activ	MITF inh	FBW7 activator
26	CSc1cccc(C(=O)Nc2nc3c(s2)CC(C)CC3)c1 (centres undefined)	-45	-1.3	10	-0.4
27	CN(C)/C=N/c1sc2c(c1C(N)=O)CCCC2	0	-0.5	14	0.0
28	CC1(C(=O)Nc2ccncc2)CC1(Cl)Cl (centres undefined)	9	2.2	-3	0.1
29	CCn1c(C(CNc2ccccc2)CC(=O)O)nc2ccccc21 (centres undefined)	7	0.3	-5	0.1
30	O=S(=O)(c1ccc(Cl)c(N=C=S)c1)N1CCOCC1	-1	-1.0	4	0.0
31	COc1cccc(Nc2cc(N3CCCCC3)c3noc4c3c2C(=O)c2ccccc2-4)c1	0	-1.5	41	-1.4
32	COCCOC(=O)Cn1nc2c3ccccc3nc(Cc3ccccc3)n2c1=O	-3	1.2	0	-0.2
33	CSc1ncccc1C(=O)OCc1ccc(C#N)cc1	-4	0.0	3	-0.1
34	COC1CCN(C(=O)c2cc(COc3cc(C)ccc3C)on2)CC1	-16	-0.9	-5	0.1
35	COc1ccc(OC)c(NC(=O)c2c(N)sc3c2CCC(C)C3)c1 (centres undefined)	2	-0.5	-5	-0.2
36	Cn1c(=O)c2c(nc(NCc3ccco3)n2Cc2ccccc2F)n(C)c1=O	22	0.4	4	0.6
37	Cc1ccc(CNC(=O)c2ccc3nc(-c4ccccc4)c(-c4ccccc4)nc3c2)cc1	-2	0.5	6	0.2
38	CSC1=C(C#N)C2(CCCC2)C(C#N)C(=O)N1 (centres undefined)	8	-0.6	4	0.3
39	Clc1ccc2nc(NC3CCN(Cc4ccccc4)CC3)c3nncn3c2c1	-6	-0.2	10	0.5
40	COC(=O)c1c(C)oc2cc(Br)c(OCC#N)cc12	5	-1.3	1	0.6
41	O=C(CN1C(=O)c2cccc3cccc1c23)NCCc1ccccc1	-3	-1.0	-2	0.3
42	COc1cccc(C(=O)CN(C(=O)c2ccc(Cl)cc2Cl)N2C(=O)CCCC2=O)c1	7	-0.1	16	0.1
43	O=C(c1cc(-c2ccc(Cl)s2)nc2ccccc12)N1CCC(Cc2ccccc2)CC1	7	0.1	10	0.2
44	NC(=O)c1c(NC(=O)CN2C(=O)NC3(CCOc4ccccc43)C2=O)sc2c1CCC2 (centres undefined)	-1	-0.4	16	0.1
45	CCC(=O)Nc1ccc(NC(=O)/C=C/c2ccco2)cc1	-25	-1.0	10	0.3
46	Cc1noc(C)c1S(=O)(=O)Nc1ccc(C(=O)NCc2ccccc2Cl)cc1	12	0.0	14	0.5
47	O=C(NCc1ccccc1)c1cnc(Nc2cnccn2)s1	-7	0.0	-2	-0.2
48	C=CCn1c2cc(C)oc2c2cnn(CC(=O)N3CCCC(CO)C3)c(=O)c21 (centres undefined)	-7	-0.9	-3	0.1
49	COc1ccc(CC(=O)NCc2ccc(F)cc2)cc1	46*	-0.4	6	0.0
50	COc1cc(OC)cc(C(=O)Nc2cc(C(=O)Nc3ccncc3)ccc2N2CC3CC(C2)c2cccc(=O)n2C3)c1 (centres undefined)	-4	2.3	4	0.2

(further entries)
Value order: TEAD-YAP block | GPR151 activ | MITF inh | FBW7 activator
(51) NC(=O)c1ccsc1NC(=O)Cn1cnc2ccccc2c1=O
  6 | 0.5 | 9 | 0.0
(52) CCN(CC)C(=O)CSc1nc2ccccc2o1
  -44 | 0.2 | 9 | 0.1
(53) O=C(Nc1ccc(C(=O)N2CCCCC2)cc1)c1ccc(Oc2ccccc2)cc1
  0 | -0.4 | 12 | 0.1
(54) O=C(NCCN1CCOCC1)c1nn2c(c1Cl)NC(c1ccccc1)CC2C(F)(F)F (centres undefined)
  11 | 0.0 | 4 | -0.1
(55) CC(NC(=O)C1CCCN1S(=O)(=O)c1cccc2cccnc12)c1ccccc1 (centres undefined)
  -18 | 2.0 | 24 | 0.1
(56) O=C1C(=O)N(c2ccccn2)C(c2cccnc2)/C1=C(\O)c1cccc(Br)c1 (centres undefined)
  10 | -1.2 | 2 | -0.2
(57) CCc1ccc(N2CCN(S(=O)(=O)c3ccc(F)cc3OC)CC2)cc1
  -7 | -1.3 | -28 | -0.1
(58) Cn1c(SC/C=C/c2ccccc2)nnc1-c1ccncc1
  9 | -0.5 | 1 | -0.1
(59) CC(C)c1nn2c(=O)c(C(c3cccs3)c3c(O)nc4sc(C(C)C)nn4c3=O)c(O)nc2s1
  -4 | -0.1 | 8 | -0.1
(60) CCc1ccccc1NC(=O)c1c(NC(=O)c2ccc(Br)cc2)sc2c1CCCC2
  -16 | 0.6 | 15 | 0.2
(61) CCn1nc(C)c(CN2CCOc3ccc(C(O)c4cccnc4)cc3C2)c1C (centres undefined)
  37* | -1.0 | -5 | 0.0
(62) O=C(NCC12CC3CC(CC(C3)C1)C2)c1nn2cccnc2c1Cl
  0 | -0.3 | 10 | -0.1
(63) CC(C)Oc1ccc(-c2nc3s/c(=C\c4ccco4)c(=O)n3n2)cc1
  -8 | 1.2 | 8 | 0.0
(64) CCOC(=O)c1cnc2c(Cl)cccc2c1Nc1ccccc1OCC
  -8 | -1.0 | -2 | 0.0
(65) Cc1cc(C)c2cc3c(N)c(C(=O)Nc4c(C)[nH]c(=O)[nH]c4=O)sc3nc2c1
  -7 | 0.8 | -3 | -0.2

(list continues)
Value order: TEAD-YAP block | GPR151 activ | MITF inh | FBW7 activator
(66) CCCn1c(-c2ccc(OC)cc2)nc2c(=O)n(C)c(=O)[nH]c21
  -2 | 0.8 | -7 | -0.1
(67) COc1ccc(C2CC(C(F)(F)F)n3ncc(C(=O)N4CCN(Cc5ccccc5)CC4)c3N2)cc1 (centres undefined)
  -36 | 1.3 | -7 | -0.1
(68) COc1ccc(-c2cc(-c3ccccc3)c(C#N)c(SCC(O)CS(=O)Cc3ccccc3)n2)cc1 (centres undefined)
  0 | 1.0 | 11 | 1.0
(69) O=C(O)COc1ccccc1/C=N/n1c(-c2ccncc2)n[nH]c1=S
  0 | -0.1 | 12 | 0.0
(70) Cc1ccc2nc(/C(C#N)=C/c3ccc(-c4ccc([N+](=O)[O-])cc4Br)o3)[nH]c2c1
  4 | 1.0 | -4 | -0.2
(71) CC(=O)C1=C(C)NC(=O)NC1c1cccc([N+](=O)[O-])c1 (centres undefined)
  1 | 0.2 | 15 | -0.1
(72) COc1cc(C2CC(=O)N3CN(C)CSC3=C2C#N)ccc1OCc1ccccc1 (centres undefined)
  6 | 0.1 | 8 | 0.0
(73) COc1ccc(-c2nnc(-c3cc4cc(OC)ccc4oc3=O)o2)cc1
  2 | 0.6 | -1 | -0.1
(74) COC(=O)c1c(NC(=O)CSc2nnc3cc(C)c4ccccc4n23)sc2c1CCC(C)C2 (centres undefined)
  -5 | 0.4 | 0 | 0.0
(75) C[C@H]1NC(=O)[C@H]2CN(Cc3ccccc3F)CCN2C1=O
  0 | 1.7 | 5 | -0.1
(76) COc1ccc(C2/C(=C(/O)c3ccc([N+](=O)[O-])cc3)C(=O)C(=O)N2CCO)c(OC)c1 (centres undefined)
  2 | -0.7 | -30 | 0.0
(77) CN=C1CC(C)(C)CC(=O)/C1=C(/O)CCC(=O)OC
  1 | 0.2 | 4 | 0.3
(78) CC(=O)c1cccc(NC(=O)Nc2cccc(S(=O)(=O)N3CCOCC3)c2)c1
  10 | 1.2 | -2 | -0.1
(79) Cc1[nH]n(-c2ccccc2)c(=S)c1C=Nc1ccc(Cl)cc1
  5 | 0.9 | 14 | -0.1
(80) CCc1ccc(NC(=O)/C=C/c2cccs2)cc1
  -68 | -0.9 | 2 | 0.1

Full records from above.
CC(=O)C1=C(C)NC(=O)NC1c1cccc([N+](=O)[O-])c1 (centres undefined) as listed: TEAD-YAP block: 1; GPR151 activ: 0.2; MITF inh: 15; FBW7 activator: -0.1
COC(=O)c1c(NC(=O)CSc2nnc3cc(C)c4ccccc4n23)sc2c1CCC(C)C2 (centres undefined) as listed: TEAD-YAP block: -5; GPR151 activ: 0.4; MITF inh: 0; FBW7 activator: 0.0

The listing continues:
Value order: TEAD-YAP block | GPR151 activ | MITF inh | FBW7 activator
(81) Cc1ccc(NS(=O)(=O)c2ccc3c(c2)n(C)c(=O)c(=O)n3C)c(C)c1
  -6 | 1.1 | -2 | 0.1
(82) CC1CCCCC1NC1CC(=O)N(c2ccccc2)C1=O (centres undefined)
  2 | -1.1 | 17 | 0.2
(83) COc1cc(C(=O)Nc2ccccc2C(=O)NC(C)C)cc(OC)c1OC
  -2 | 0.7 | 21 | 1.0
(84) NC(=O)CN(Cc1ccccc1)S(=O)(=O)c1ccc(Br)cc1
  1 | 0.4 | -9 | 0.0
(85) COCCNC(=S)NNC(=O)/C=C/c1c(C)nn(-c2ccc(F)cc2)c1C
  -13 | -1.7 | 8 | 0.5

Gathered by group: the compounds so far containing an NH in an aromatic ring (eleven)
Value order: TEAD-YAP block | GPR151 activ | MITF inh | FBW7 activator
(1) Cc1[nH]c(=O)[nH]c(=O)c1S(=O)(=O)N1CC=C(c2c(C)[nH]c3ccccc23)CC1
  -5 | 1.4 | -6 | -0.1
(4) O=C1N[C@@H](Cc2c[nH]c3ccccc23)C(=O)N2C[C@@H](NCc3cnn(-c4ccccc4F)c3)C[C@@H]12
  14 | 0.0 | 14 | 0.7
(6) COc1ccc(N=C(C)c2c(C(F)(F)F)[nH]n(-c3nc4ccccc4s3)c2=O)c(OC)c1
  5 | -9.4 | 13 | 0.9
(17) Cc1c(NC(=O)CSc2nc3ccccc3[nH]2)c(=O)n(-c2ccccc2)n1C
  8 | -0.8 | 3 | -0.1
(24) Cc1nc(N/N=C\c2c[nH]c3ccccc23)sc1C
  -3 | -0.9 | -3 | -0.5
(25) CC(NC(=O)CSc1nc(O)cc(=O)[nH]1)c1ccccc1 (centres undefined)
  5 | -0.2 | -27 | 0.0
(65) Cc1cc(C)c2cc3c(N)c(C(=O)Nc4c(C)[nH]c(=O)[nH]c4=O)sc3nc2c1
  -7 | 0.8 | -3 | -0.2
(66) CCCn1c(-c2ccc(OC)cc2)nc2c(=O)n(C)c(=O)[nH]c21
  -2 | 0.8 | -7 | -0.1
(69) O=C(O)COc1ccccc1/C=N/n1c(-c2ccncc2)n[nH]c1=S
  0 | -0.1 | 12 | 0.0
(70) Cc1ccc2nc(/C(C#N)=C/c3ccc(-c4ccc([N+](=O)[O-])cc4Br)o3)[nH]c2c1
  4 | 1.0 | -4 | -0.2
(79) Cc1[nH]n(-c2ccccc2)c(=S)c1C=Nc1ccc(Cl)cc1
  5 | 0.9 | 14 | -0.1
